# Assay outcomes deposited in PubChem by several laboratories.
# BoNT-F LC inh: inhibitors of Botulinum neurotoxin F light chain protease | inhibition, % at 10 µM | Multiplex microsphere protease cleavage assay, flow cytometry | 360,000 tested, 0.22% active; in the data active = inhibition above about 35%, passing the limit was not always enough; inconclusive = no clear call, values can overlap the other calls; note: plate controls were buffer without enzyme for full effect and enzyme alone for no effect
# GDH-TPI counter: counter-screen for M. tuberculosis FBA inhibitors: GDH-TPI coupled enzymes | GDH-TPI coupled enzyme counterscreen, NADH absorbance | inhibition, % at 4.8 µM | 360,000 tested, 1.2% active | AID 588335;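 note: 0% = DMSO wells and 100% = wells lacking the enzyme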
# CCHF vOTU inh: CCHFV vOTU protease inhibition. Pep-AMC fluorescence. inhibition, % at 11.5 µM. 370,000 tested, 0.55% active. AID 651958; note: 0% = vehicle wells with enzyme and 100% = no enzyme wells
# Rv3671c inh: Rv3671c (M. tuberculosis) protease inhibition | P9WHR9 | inhibition, % at 5.96 µM | 320,000 tested, 0.048% active | AID 2606; in the data active = inhibition above about 38%;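 note: extracellular domain of Rv3671c used as enzyme; 0% = enzyme with DMSO and 100% = no enzyme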
# Target sequence (P9WHR9 whole entry, looked up, the tested form may be a part): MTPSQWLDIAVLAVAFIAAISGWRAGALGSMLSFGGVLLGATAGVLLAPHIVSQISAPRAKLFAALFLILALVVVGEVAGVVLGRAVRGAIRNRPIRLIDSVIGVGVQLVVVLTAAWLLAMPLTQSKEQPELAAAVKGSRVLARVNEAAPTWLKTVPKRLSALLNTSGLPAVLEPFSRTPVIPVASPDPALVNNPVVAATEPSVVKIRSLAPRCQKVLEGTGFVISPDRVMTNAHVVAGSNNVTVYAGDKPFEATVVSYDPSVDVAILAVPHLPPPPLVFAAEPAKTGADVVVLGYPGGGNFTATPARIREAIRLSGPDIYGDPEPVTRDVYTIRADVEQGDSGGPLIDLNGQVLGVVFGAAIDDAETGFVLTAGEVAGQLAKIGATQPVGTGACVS
# MazF activator: increases E. coli MazEF RNase cleavage of RNA | 350,000 tested, 0.32% active | AID 504720 | FAM/BHQ RNA-DNA oligo cleavage fluorescence, 5 h | activation, % at 20 µM | P0AE70; in the data active = activation above about 50%
# Target sequence (P0AE70 whole entry, looked up): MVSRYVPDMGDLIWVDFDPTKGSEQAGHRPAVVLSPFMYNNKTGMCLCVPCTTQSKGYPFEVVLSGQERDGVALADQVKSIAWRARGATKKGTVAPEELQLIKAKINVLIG
# DUSP3 inh: blocks human VHR1 dual specificity phosphatase; P51452; recombinant VHR phosphatase, pNPP absorbance; inhibition, % at 13.3 µM; 290,000 tested, 0.52% active; AID 1654; in the data active = inhibition above about 50%; note: some compounds called inactive have numbers as strong as hits
# Target sequence (P51452 whole entry, looked up): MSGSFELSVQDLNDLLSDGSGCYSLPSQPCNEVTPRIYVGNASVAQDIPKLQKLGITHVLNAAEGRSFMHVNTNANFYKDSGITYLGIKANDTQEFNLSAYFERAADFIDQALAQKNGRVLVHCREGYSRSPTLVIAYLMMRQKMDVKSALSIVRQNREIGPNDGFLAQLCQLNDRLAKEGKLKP
# BioA inh: BioA (M. tuberculosis) enzyme inhibition. purified M. tuberculosis BioA enzyme, plate reader. inhibition, % at 9.99 µM. 360,000 tested, 0.096% active; in the data active = inhibition above about 40%; inconclusive = no clear call, values can overlap the other calls
# Mtb FBA inh: inhibitors of M. tuberculosis fructose-bisphosphate aldolase; P9WQA3; purified M. tuberculosis FBA, fluorescence read-out; inhibition, % at 1 µM; 360,000 tested, 2.3% active; AID 588726; in the data active = inhibition above about 27%;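 note: 0% = vehicle and 100% = reference inhibitor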
# UGM FP inh: blocks M. tuberculosis UGM enzyme | inhibition, % at 10 µM | P9WIQ1 | purified UGM, fluorescence polarization probe displacement | 320,000 tested, 0.06% active | AID 504406; in the data active = inhibition above about 10%, passing the limit was not always enough; inconclusive = no clear call, values can overlap the other calls
# Target sequence (P9WIQ1 whole entry, looked up): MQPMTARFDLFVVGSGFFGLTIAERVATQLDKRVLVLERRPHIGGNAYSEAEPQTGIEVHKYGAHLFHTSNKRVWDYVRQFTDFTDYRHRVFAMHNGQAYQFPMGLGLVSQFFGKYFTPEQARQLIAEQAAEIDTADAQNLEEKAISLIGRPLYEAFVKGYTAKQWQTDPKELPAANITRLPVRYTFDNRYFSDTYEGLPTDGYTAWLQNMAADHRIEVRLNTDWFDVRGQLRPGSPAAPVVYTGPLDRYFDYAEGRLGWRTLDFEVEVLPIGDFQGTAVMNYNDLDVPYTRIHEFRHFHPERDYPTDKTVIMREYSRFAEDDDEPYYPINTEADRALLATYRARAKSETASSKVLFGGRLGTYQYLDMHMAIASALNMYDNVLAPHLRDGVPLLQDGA
# FadD28 FP inh: inhibitors of Mycobacterium tuberculosis FadD28 bisubstrate binding | inhibition, % at 12.5 µM | AID 588549 | FadD28 bisubstrate probe binding, fluorescence polarization | 360,000 tested, 0.22% active; in the data active = inhibition above about 8.5%, passing the limit was not always enough; inconclusive = no clear call, values can overlap the other calls
# The depositor's hits bear a star; ? = inconclusive; . = no result given; & = joins results of further samples. Cut-off read from the data, not from the text of the source, unless noted: active = inhibition above about 30%; inactive = the rest. Compounds were not picked by outcome; about 4.9% have a hit in one of these screens.
SMILES	BoNT-F LC inh	GDH-TPI counter	CCHF vOTU inh	Rv3671c inh	MazF activator	DUSP3 inh	BioA inh	Mtb FBA inh	UGM FP inh	FadD28 FP inh
O=C(CCCN1C(=O)C(c2ccccc2)Oc2cccnc21)Nc1ccccc1Cl (stereo not given)	-3	1	14	-3	5	82	-0.8	7	-0.5	-0.1
CC(C)C1C(=O)N(Cc2cn(CC3CCCCC3)nn2)CCS(=O)(=O)N1Cc1ccc(-c2ccc(Cl)cc2)cc1 (stereo not given)	3	8	13	.	-3	.	.	-1	.	-6.1
O=C(NCC(=O)N1CCN(c2ccccc2)CC1)c1ccco1	3	7	-3	3	8	-15	-0.3	-1	-0.3	-0.5
C[C@]12CCC(=O)C[C@@H]1CC[C@@H]1[C@@H]2CC[C@]2(C)[C@@H](C(=O)COC(=O)CCC(=O)O)CC[C@@H]12	-9&7	-1&5	10&4	-1&4	0&-2	12&-2	-2.0&0.5	-5&0	-0.1&2.2	0.2&-0.5
Oc1ccc(Cl)cc1C=Nc1ccc(Br)cc1	5	6	0	-6	-4	34	.	-1	1.0	-2.8
O=c1ccn([C@@H]2O[C@H](CNS(=O)(=O)C3CC3)[C@@H](O)[C@H]2O)c(=O)[nH]1	-2	5	-1	.	5	.	-2.3	0	.	-0.6
COc1ccc(CCNC(=O)c2c(C)nn(-c3ccccc3)c2Cl)cc1	-5	-2	9	-10	3	-46	1.1	-1	-1.2	-3.1
O=C(CCN1CCN(c2ccccc2)CC1)N/N=C/c1ccccc1O	-6	-2	-21	17	15	22	.	8	0.3	-2.5
CC1(C(=O)Nc2cccc3cccnc23)CCN1Cc1cccc2c1OCO2 (stereo not given)	2	6	3	.	.	.	-0.2	6	.	-1.3
COC(=O)c1ccccc1NC(=O)CSc1n[nH]c(-c2ccncc2)n1	2	8	-6	-10	1	33	-4.1	9	-0.5	0.5
CC1(C)Cc2ccccc2-c2nnc(-c3ccc(O)cc3)n21	6	-1	2	5	4	14	1.0	3	-2.2	0.4
COC(=O)c1ccc(COc2ccc(-c3nn[nH]n3)cc2)cc1	47*	-13	-2	-6	6	26	.	-1	-5.1	-10.0
CCOCCCNC(=O)Cc1ccc(OC)c(OC)c1	-1	3	-8	-4	0	10	-0.2	-1	2.5	-2.9
COc1ccc(C(=O)NCCS(=O)(=O)NCc2ccccc2)cc1	2	1	-7	-7	5	.	-1.2	1	0.8	-0.1
COc1cc(/C=C2\C(=O)ON=C2c2ccccc2)cc(Br)c1O	-17	18	16	-2	-195	21	0.8	-1	-1.1	?
Cc1ccc(C)c(NC(=O)COC(=O)CNC(=O)c2ccccc2Cl)c1	-4	-3	5	-9	8	25	0.3	0	-0.8	1.2
Cc1ccc(C(C)NC(=O)Cc2cccs2)cc1C (stereo not given)	5	-1	11	2	-5	-11	-1.8	3	1.3	1.0
CCOC(=O)CSc1ncnc2c1sc1nc(N3CCOCC3)c3c(c12)CCCC3	-1	16	0	0	-6	-4	-4.2	0	-2.3	-0.1
Cn1nnnc1SCCNCc1ccccc1OCc1ccc(Cl)cc1	-15	-2	8	4	-9	6	7.1	3	1.7	-4.7
COCCCNC(=O)/C=C/c1ccc(Cl)cc1	-4	7	-3	4	0	25	-0.2	2	0.4	-1.3
CCN(c1ccccc1)S(=O)(=O)c1cc(C(=O)Nc2ccc(F)c(F)c2)ccc1F	-5	4	21	-96	3	30	-1.0	-3	1.3	-2.5
CCN(CC)C(=O)CN1C(=O)C2(OCC(C)(C)CO2)c2ccccc21	-4	3	-10	-5	0	.	-0.7	-2	-1.6	-2.9
CC1=C(C(N)=O)C(c2ccc(C)o2)C(C(N)=O)=C(C)N1	-15	5	-7	7	-1	6	-0.4	-6	0.2	-0.5
COc1ccc(COc2cc(-c3cccc(OC)c3)nc3ccc(NC(=O)c4ccc(N(C)C)cc4)cc23)cc1	-8	38*	.	-61	-9	9	-0.7	8	2.0	-3.2
O=C(O)C[C@H]1c2cc(F)ccc2S(=O)(=O)N1C1CCCC1	-4	4	7	2	16	.	-0.3	-3	0.4	-3.3
Cc1cc(-c2n[nH]c(=S)o2)c(C)n1-c1ccccc1	.	.	-1	-2	-8	28	.	.	-1.1	.
COc1ccc(S(=O)(=O)c2cnc3ccccc3n2)cc1	0	7	14	-3	-1	12	0.1	0	3.2	0.8
CCSc1nnc(CCNC(=O)OC(C)(C)C)o1	-13	2	12	-2	-7	6	-0.8	2	2.9	-1.0
Cc1ccc(C2=NNC(C(O)C(O)C(O)C(C)O)S2)cc1 (stereo not given)	-1	-9	-1	-5	-1	-13	-1.4	-5	2.1	-2.4
CC1Cc2ccccc2N1c1ncnc2c1nnn2Cc1ccccc1Cl (stereo not given)	11	26	7	0	-9	35	0.3	1	2.3	-1.2
CC(C)NC(=O)COC(=O)c1ccccc1C(=O)c1ccccc1	2	6	-5	2	-26	5	.	-2	-1.1	0.1
C=CCN=c1scc(C)n1/N=C/c1ccc(O)c(O)c1	-5	6	3	6	2	-17	.	-1	0.0	1.6
CCCc1[nH]nc2c1C(c1c(C)nn(-c3ccccc3)c1Cl)C(C#N)=C(N)O2 (stereo not given)	-16	-3	12	-5	-3	7	-0.6	-2	2.4	-5.2
O=C1NCC(NC(=O)C(F)(F)F)c2cc3c(cc21)OCO3 (stereo not given)	-7	5	-18	2	4	12	-1.7	6	3.0	-2.9
CCN1/C(=N\N)c2cccc3cccc1c23	-55	6	4	-50	9	5	.	-2	0.0	-2.7
Cc1nnc(SCC(=O)NCc2ccco2)n1-c1ccc(F)cc1	-2	4	-9	0	6	-5	1.9	-4	-0.5	-1.0
CN1/C(=C/C=C(C#N)C#N)C=Cc2ccccc21	3	6	-10	1	-129	27	.	-6	-2.7	-0.8
CCc1nc2c(OCc3ccc(OC)cc3)cccn2c1N(C)C(=O)c1ccc(OC)cc1	0	6	4	.	.	.	0.7	0	.	-5.9
CC(CCc1ccccc1)NC(=O)CNC(=S)N(Cc1cccs1)C1CCCC1 (stereo not given)	-3	1	-5	.	-1	1	.	-2	.	-8.0
Cn1c(=O)oc2cc(S(=O)(=O)N3CCC(C(=O)NCc4ccc(F)cc4)CC3)ccc21	1	-7	-3	0	-6	38	-1.4	0	5.7	-1.4
C=CCNC(=S)NNC(=O)COc1ccc(Br)cc1	-3	0	-3	-5	0	-4	.	0	-1.7	1.5
CC(O)C(NS(=O)(=O)c1ccc(Cl)cc1)C(=O)OCC(=O)Nc1cccnc1Cl (stereo not given)	8	11	0	-2	-1	-10	-0.1	3	-1.6	-1.1
COc1ccc(NC(=O)C2CSC(C)(C)N2C=O)cc1 (stereo not given)	-2	-1	-9	-12	-2	13	-0.7	1	-0.8	-2.2
Cc1noc(C)c1NC(=O)N(C)C[C@H]1Oc2c(NS(=O)(=O)c3cccs3)cccc2C(=O)N([C@H](C)CO)C[C@@H]1C	1	13	-8	-2	1	.	-0.9&-7.5	4	0.5	-0.2
O=C(COc1ccc(Cl)cc1)NC(=S)Nc1ccccc1N1CCOCC1	3	-1	-7	-1	0	21	-2.8	-2	0.2	-2.6
Cc1cc(C)c2c(=O)cc(C(=O)NCc3ccccc3)oc2c1	9	-7	3	4	11	.	-0.8	1	0.4	-3.3
O=C(OCc1c(Cl)cccc1Cl)c1cccnc1Cl	-5	-13	2	2	4	30	-1.3	1	-2.4	-6.0
C(=N\Nc1ncnc2ccccc12)/c1ccccc1	0	9	20	6	7	17	2.3	-3	-0.3	-4.1
Cc1n[nH]c(=O)nc1N/N=C/c1ccco1	-4	30	8	6	1	12	0.6	1	2.6	-0.1
Cc1cc(OCC(=O)NCC(O)c2ccccc2)c2c(C)cc(=O)oc2c1 (stereo not given)	-3	2	-9	0	3	29	0.6	77*	-2.1	-0.1

# Other compounds.
SMILES	BoNT-F LC inh	GDH-TPI counter	CCHF vOTU inh	Rv3671c inh	MazF activator	DUSP3 inh	BioA inh	Mtb FBA inh	UGM FP inh	FadD28 FP inh
CCOC(=O)CC(=O)NC(C)(C)CCCCC(C)(C)NC(=O)CC(=O)OCC	-8	10	15	11	-2	20	-1.5	1	1.5	0.0
COc1ccc(/C=N/c2nc3ccccc3n2CCN2CCCCC2)cc1OC	2	3	7	9	-8	-8	0.0	-1	0.0	-2.1
COc1ccc(-c2nc3c(s2)CN(S(C)(=O)=O)CC3)cc1OC	19	3	-59	.	0	-5	1.1	127*	0.3	.
Cc1nnc(-c2ccccc2)c(=O)n1/N=C/c1c(O)ccc2ccccc12	-5	30	10	-3	24	2	.	0	-7.6	-0.7
CC(=O)O/N=C(/c1nonc1N)N1CCN(c2ccc([N+](=O)[O-])cc2Cl)CC1	5	-5	-9	-4	2	15	.	3	0.3	0.1
COc1ccc2oc(C(=O)OCC(=O)N3CCCC(C)C3)c(C)c2c1 (stereo not given)	6	6	-17	2	5	.	.	63*	-1.9	-2.1
CCn1c(CSc2nnc(-c3ccncc3)n2CCOC)nc2cc(C(=O)O)ccc21	2	3	12	14	-2	48	0.9	-4	-0.9	3.1
O=C(CCNS(=O)(=O)c1ccccc1Cl)N1CCN(c2ccccn2)CC1	0	2	2	-7	6	.	-1.6	3	-1.1	-0.8
CC(C)Nc1nc(NC(C)C)nc(OCCOC(=O)c2ccccc2)n1	1	-8	16	-1	1	30	3.1	2	1.3	-4.8
Cn1c(SC/C=C/c2ccccc2)nnc1-c1cccs1	-5	2	-5	0	3	35	13	4	-0.7	-4.7
CCCn1c(N)c(C(=O)CSc2nc3ncc(Cl)cc3[nH]2)c(=O)[nH]c1=O	-10	8	-2	-8	-8	.	-1.3	4	-1.7	-0.6
Cc1ccccc1S(=O)(=O)Nc1ncc(C(F)(F)F)cc1Cl	0	-3	11	-3	-3	5	.	3	-2.2	-0.2
N#CCCN(C(=O)CSc1n[nH]c(=O)[nH]c1=O)c1ccccc1	-2	-1	13	2	4	.	-0.6	-2	-1.7	-3.2
CCOC(=O)/C=C1\CN(Cc2ccc(OC)cc2)S(=O)(=O)c2ccccc21	-13	0	23	-2	3	33	-1.8	-1	4.6	-3.3
CCOc1ccc(N2CC(C(=O)OCC(=O)c3ccc(OC)cc3)CC2=O)cc1 (stereo not given)	-5	-12	14	-10	3	36	0.6	-1	2.1	-3.3
CNC(=O)COc1coc(CN2CCN(c3cccc(Cl)c3)CC2)cc1=O	0	9	-11	11	1	-10	-1.7	-1	-2.2	-0.4
CC1(C(=O)O)CC12c1ccccc1-c1ccccc12 (stereo not given)	-3	-3	6	.	13	.	.	-2	.	-1.9
O=C(CSc1nnc(CNc2ccccc2)o1)N1CCc2ccccc21	-7	-1	-9	-2	-9	21	-1.8	-1	4.1	-2.2
COc1ccccc1C(=O)Nc1ccnn1C1CCN(C(=O)C(C)(C)C)CC1	0	3	7	1	-1	20	0.0	2	1.1	0.6
CCC1CCC(C(=O)NC(C(=O)NCCN2CCOCC2)C(C)C)CC1 (stereo not given)	6	5	-5	3	5	17	.	3	-0.8	0.9
COc1ccc(/C=C/C(=O)NC(=S)NNC(=O)c2c(-c3ccccc3)noc2C)cc1	-16	23	-10	19	-6	38	-0.2	1	0.9	-1.6

# Given as labelled records: part of the list above
structure: Cc1nnc(-c2ccccc2)c(=O)n1/N=C/c1c(O)ccc2ccccc12
  BoNT-F LC inh: -5 | GDH-TPI counter: 30 | CCHF vOTU inh: 10 | Rv3671c inh: -3 | MazF activator: 24 | DUSP3 inh: 2 | BioA inh: . | Mtb FBA inh: 0 | UGM FP inh: -7.6 | FadD28 FP inh: -0.7
structure: CC(=O)O/N=C(/c1nonc1N)N1CCN(c2ccc([N+](=O)[O-])cc2Cl)CC1
  BoNT-F LC inh: 5 | GDH-TPI counter: -5 | CCHF vOTU inh: -9 | Rv3671c inh: -4 | MazF activator: 2 | DUSP3 inh: 15 | BioA inh: . | Mtb FBA inh: 3 | UGM FP inh: 0.3 | FadD28 FP inh: 0.1
structure: COc1ccc2oc(C(=O)OCC(=O)N3CCCC(C)C3)c(C)c2c1 (stereo not given)
  BoNT-F LC inh: 6 | GDH-TPI counter: 6 | CCHF vOTU inh: -17 | Rv3671c inh: 2 | MazF activator: 5 | DUSP3 inh: . | BioA inh: . | Mtb FBA inh: 63* | UGM FP inh: -1.9 | FadD28 FP inh: -2.1
